Akt phos inh – HTS Assay for Inhibitors of Akt Phophorylation: Primary Screen; activity change, % for hits at 50 µM; AID 651550, 2012; Neuro2A IGF-stimulated pAkt S473 HTRF, 20 min; hits give low values; 360,000 tested, 0.32% active; in the data active = activity change below about -80%; inconclusive = mostly about -51% to -80%; note: % is set by controls: 0 for no effect and ±100 for the full control effect
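Neuro2A cells (4,500/well, DMEM with 0.5% FBS) were treated with compound at a single 50 µM final concentration, stimulated with 6 nM IGF for 20 min at 37 °C, and lysed. Phospho-Akt Ser473 was read by HTRF as 665/615 ratio ×10^4.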
CCT modulator – High-Throughput Screening for Modulators of Cytosolic Chaperonin Activity | purified chaperonin ATPase assay, HTRF ADP detection, 30 min | activity change, % (test concentration not listed), hits read low | 360,000 tested, 0.3% active; in the data active = activity change below about -30%; note: % is set by controls: 0 for no effect and ±100 for the full control effect
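Nucleotide hydrolysis assay: TRiC at 20–40 nM final (set by batch activity) with 10 uM ATP, 30 min at 37 °C, in presence of 76 uM compound. Detection by competitive ADP HTRF, 30 min ambient.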
Nrf2 ARE act – qHTS of Nrf2 Activators; AREc32 ARE-luciferase reporter (MCF7-derived line), luminescence, 24 h; Potency, µM (titrated, usually from 46.1 µM), for the others: at the top dose activation, actives largely listed as activators; 410,000 tested, 0.31% active; note: potency is the fitted concentration of half-maximal effect; % of control where 0% means no effect; nearly all actives have a fitted effect of over 65% in size
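Nrf2 activation is followed as ARE-luciferase induction in the AREc32 line after one day of compound treatment; luminescence is read with Steady-Glo.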
Nrf2 inh – Nrf2 qHTS screen for inhibitors; A549 ARE-Fluc reporter, luciferase luminescence, 18-24 h; 360,000 tested, 2.1% active; AID 504444, 2011; Potency, µM (highest dose often 46 µM), inactives show at the highest dose activity change, negative = inhibition, actives largely listed as inhibitors; note: potency is the fitted concentration of half-maximal effect; % is set by controls: 0 for no effect and ±100 for the full control effect; nearly all actives have a fitted effect of over 60% in size
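Two sequential reads on A549 ARE_Fluc cells exposed to compound for 18-24 h: a CellTiter-Fluor fluorescence read for viability, then a luciferase luminescence read for Nrf2/ARE activity.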
MmCpn inh – Inhibitors of TCP-1 ring complex (TRiC) of Methanococcus maripaludis (MmCpn): qHTS; 330,000 tested, 0.031% active; purified Mm-Cpn ATPase, ADP Transcreener TR-FRET; Potency, µM (doses to about 76.9 µM), inactives show top-dose activity, negative = inhibition, usual class: inhibitors; note: potency is the fitted concentration of half-maximal effect; % is set by controls: 0 for no effect and ±100 for the full control effect; nearly all actives have a fitted effect of over 80% in size
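25 nM Mm-CPN + cpd, 10 min 37°C; + 10 uM ATP, 30 min 37°C; buffer 30 mM Tris pH 7.4, 100 mM KCl, 5 mM MgCl2, 1 mM DTT; Transcreener ADP HTRF detection 30 min RT.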
A549 viability – Nrf2 qHTS screen for inhibitors: counterscreen for cytotoxicity; 390,000 tested, 0.16% active; A549 ARE-Fluc cells, CellTiter-Fluor viability, 18-24 h; Potency, µM (highest dose often 46 µM), for inactives: at the highest dose activity change, negative = cytotoxicity, usual class: inhibitors; note: potency is the fitted concentration of half-maximal effect; % is set by controls: 0 for no effect and ±100 for the full control effect
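Cytotoxicity counterscreen: CellTiter-Fluor fluorescence was measured in A549 ARE_Fluc cells after 18-24 h of compound exposure in a concentration series. The subsequent BugLite luminescent read reports ARE-luciferase activity.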
Abeta rescue – qHTS for compounds that reverse cellular toxicity of Amyloid beta (A-beta) peptide in yeast: Primary Screen; yeast expressing A-beta42, growth rescue, OD600, 48 h; response scale: 0% DMSO, 100% iron-clioquinol control; Potency, µM (highest dose often 46.1 µM), without a hit: at the top dose growth rescue, hits mostly activators; 410,000 tested, 0.063% active; AID 1347071, 2019; note: potency is the fitted concentration of half-maximal effect; nearly all actives have a fitted effect of over 55% in size
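Growth rescue measured by 600 nm absorbance after 48 h yeast culture at 30 C with compound. Values normalized between DMSO and an equimolar ferric chloride plus clioquinol control.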
HepG2 tox – qHTS for Inhibitors of TGF-b: Cytotox Counterscreen; HepG2 CAGA-GFP viability, ATP luminescence, 18 h; Potency, µM (titrated, usually from 46.1 µM), for inactives: at the highest dose activity change, negative = cytotoxicity, most hits filed as cytotoxic; 410,000 tested, 0.76% active; note: potency is the fitted concentration of half-maximal effect; some results filed as inactive show a strong effect at the top dose
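CellTiter-Glo luminescence gave cytotoxicity after 18 hours at 37 degrees C. The cells were HepG2 CAGA-GFP in 1% FBS DMEM, stimulated with 500 pg/mL TGF-beta after compound addition. %Activity was normalised to no-cell wells (complete cell-killing) and DMSO (no toxicity), and curves were fitted and classified.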
TGFb inhibitor – qHTS for Inhibitors of TGF-b | Potency, µM (highest dose often 46.1 µM), without a hit: top-dose activity, negative = inhibition, actives largely listed as inhibitors | HepG2 CAGA-GFP TGF-b/SMAD3 reporter, GFP fluorescence, 18 h; TGF-beta stimulated, 500 pg/mL final | 410,000 tested, 1.2% active; note: potency is the fitted concentration of half-maximal effect; % is set by controls: 0 for no effect and ±100 for the full control effect; nearly all actives have a fitted effect of over 65% in size
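Per well, imaged GFP fluorescence of HEPG2 CAGA-GFP cells gives the signal; cells get compound, then TGF-beta (500 pg/mL final), 18 h at 37 degrees C; %Activity versus -TGF-beta and +DMSO controls.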
An asterisk follows results filed as active; i = inactive; ? = inconclusive; nt = not tested or not shown; & = joins results of further samples; [ ] = dose if it differs, or a comment. Unless noted, calls come from the whole dose curve; as a rule, active = well fitted curve in the direction sought with a large enough effect; inconclusive = small, poorly fitted or top-dose-only effect, or another doubt; inactive = no such curve, though single readings can be large; an effect the other way counts as inactive or inconclusive.

SMILES	Akt phos inh	CCT modulator	Nrf2 ARE act	Nrf2 inh	MmCpn inh	A549 viability	Abeta rescue	HepG2 tox	TGFb inhibitor
Cc1nn(C)cc1/C=C1\SC(=S)NC1=O	?	-1.1	0.1%	14%	-4%	?	12%	-1%	3%
CCCCC(=O)N1c2ccccc2C(C)(c2ccccc2)CC1(C)C (stereo not given)	nt	nt	-1.8%	12%	nt	9%	5%	-17%	-15%
CCOC(=O)c1ccc(NC(=O)c2nn(CC)cc2Br)cc1	nt	0.4	2.8%	-15%	0%	0%	8%	-10%	?
CSc1ncccc1C(=O)OCC(=O)NCCc1ccccc1	i	-4.3	-0.3%	7%	2%	0%	-4%	-4%	-3%
O=C(NNC(=S)Nc1ccccc1)C1CC1	i	1.7	0.3%	13%	2%	1%	5%	0%	-1%
COC(=O)c1cc(-c2ccc(S(=O)(=O)N3CCCC(C)C3)cc2)c(C(F)(F)F)s1 (stereo not given)	i	-0.5	-0.4%	7%	0%	-3%	-6%	23%	36%[activator]
CCC(NC(=O)c1ccccc1NC(=O)c1ccc(OC)cc1)C(=O)N1CCCC1 (stereo not given)	i	-1.8	0.7%	6%	0%	-8%	12%	3%	14%
COc1ccccc1C(c1c(O)nc(SC)[nH]c1=O)c1c(O)nc(SC)[nH]c1=O	i	0.7	-0.6%	2%	nt	-2%	-9%	-23%	0%
COc1ccc(C(CCc2ccc(C)o2)NC(=O)Nc2ccc(OC)cc2OC)cc1 (stereo not given)	nt	-0.3	0.3%	nt	0%	-19%	1%	-2%	-1%
O=C(NC(=S)N1CCCCC1)c1cccnc1	i	1.6	-0.7%	4%	-12%[15.4 µM]	0%	15%	0%	?
O=S(=O)(NCc1ccccc1)c1cccs1	i	-1.0	-0.3%	-36%	0%	-8%	-1%	-28%	-1%
O=C1C=C(c2cc(Cl)cc(Cl)c2)C[C@@H](c2ccc3c(c2)OCO3)C1	i	-2.1	1.8%	?	-5%	11%	7%	-36%	-15%
COc1ccc(/C=N/NC(=O)c2ccc(Br)cc2)c(OC)c1	i	2.1	0.4%	-6%	6%	-3%	-6%	-11%	5%
COc1ccc(NC(=O)C(NC(=O)c2ccc(C)cc2)c2ccccc2)cc1 (stereo not given)	i	-3.6	0.4%	0%	0%	-7%	5%	-39%	?
COc1cc(C(=O)NNC(=O)CNC(=O)C2CCCCC2)ccc1OC(C)C	i	-1.2	0.2%	1%	-4%	-1%	7%	-9%	-5%
COc1ccc(S(=O)(=O)N2CCN(C(C)C(=O)Nc3ccc(C(C)C)cc3)CC2)cc1 (stereo not given)	i	-0.6	0.4%	?	0%	-3%	-1%	-45%	-5%
Cc1c(-c2ccccc2)c(=O)oc2c(CN3CCCC3)c(O)ccc12	nt	nt	6.9%	nt	nt	?	-23%	-12%	-18%
O=C(NCC1CCCO1)C(Cc1ccccc1)N1C(=O)C2C3C=CC(C4CC34)C2C1=O (stereo not given)	i	0.1	-0.1%	3%	2%	-4%	-7%	-3%	0%
Cc1ccc(C)c(Cc2c(C)nc(C)[nH]c2=O)c1	i	0.9	0.3%	13%	0%	-3%	0%	-1%	9%
Cc1nn(Cc2c(F)c(F)c(F)c(F)c2F)c(C)c1NC(=O)c1cccc(COc2ccc(Cl)cc2)c1	i	-4.3	-0.7%	-16%	2%	-13%	2%	35%	?
COc1cc(Cl)c(C)cc1NC(=O)Cn1c(C)c2cnn(-c3ccccc3)c(=O)c2c1C	nt	nt	-0.8%	-9%	nt	0%	-9%	-9%	?
COc1ccccc1NS(=O)(=O)c1cccc(C(=O)N/N=C(\C)c2cccnc2)c1	i	0.4	0.9%	-26%	1%	8%	-8%	-12%	-4%
O=C(NCc1ccccn1)C1CCN(S(=O)(=O)c2ccc(Br)cc2)CC1	i	-1.6	0.3%	-2%	0%	9%	1%	-14%	-8%
CSc1ccc(NC(=O)N2CC(C)OC(C)C2)cc1 (stereo not given)	i	-3.8	1.9%	10%	-11%	1%	5%	-2%	6%
Cc1ccc(S(=O)(=O)c2cc3c(=O)n4cccc(C)c4nc3n(CCc3ccccc3)c2=N)cc1C	i	2.3	-0.5%	3%	nt	0%	nt	-10%	-2%
C=CCn1c(COc2ccc(F)cc2)nnc1SCC(=O)NC1CC1	i	-3.1	0.1%	-1%	1%	10%	-6%	10%	3%
CC(=O)Oc1cccc(/C=c2\sc3nc(-c4ccco4)nn3c2=O)c1	i	-0.5	?	0%	-1%	0%	-3%	-11%	?
Cc1c(C(=O)Nc2ccc(N3CCOCC3)cc2)cccc1[N+](=O)[O-]	i	0.8	3.7%	-6%	-2%	0%	-6%	2%	19%
C/C(=N\NC(=O)c1ccc(OC2CCCC2)cc1)c1ccc(O)cc1	i	-2.4	-0.2%	-21%	0%	-10%	-28%	-23%	2%
NNC(=O)Cn1nc(Cc2ccccc2)n(N)c1=O	i	-2.0	-0.2%	15%	-2%	0%	2%	11%	-2%
Cc1ccc(CN2CC(N3CCCCC3)CS2(=O)=O)cc1 (stereo not given)	i	-0.8	-1.4%	nt	nt	nt	-11%	0%	-28%
O=C(c1ccc(N2CCCCC2)c([N+](=O)[O-])c1)N(Cc1ccccc1)c1ccccn1	i	-0.5	3.2%	16µM*	0%	-8%	2%	-8%	-5%
CC(C)c1ccc(NC(=O)C2CCCN(S(=O)(=O)c3ccc4c(c3)C(C)(C)C(=O)N4C)C2)cc1 (stereo not given)	i	-3.0	-0.4%	?	-2%	-6%	5%	1%	?
O=C(c1cc2ccccc2[nH]1)N(Cc1cccnc1)CC1CCCN(C2CCCCC2)C1 (stereo not given)	i	-0.7	8.1%	6%	-3%	1%	0%	-24%	7%
CCc1nnc2c(Nc3ccccc3Br)nc3ccccc3n12	nt	nt	10%	11%	nt	0%	24%	-6%	3%
COc1ccc(Cl)cc1NC(=O)C(C)OC(=O)C1=NNC(=O)CC1 (stereo not given)	i	1.7	-0.7%	-10%	0%	10%	-5%	-9%	5%

Grouped by structure, the compounds so far containing a Cl atom (4)
SMILES	Akt phos inh	CCT modulator	Nrf2 ARE act	Nrf2 inh	MmCpn inh	A549 viability	Abeta rescue	HepG2 tox	TGFb inhibitor
O=C1C=C(c2cc(Cl)cc(Cl)c2)C[C@@H](c2ccc3c(c2)OCO3)C1	i	-2.1	1.8%	?	-5%	11%	7%	-36%	-15%
Cc1nn(Cc2c(F)c(F)c(F)c(F)c2F)c(C)c1NC(=O)c1cccc(COc2ccc(Cl)cc2)c1	i	-4.3	-0.7%	-16%	2%	-13%	2%	35%	?
COc1cc(Cl)c(C)cc1NC(=O)Cn1c(C)c2cnn(-c3ccccc3)c(=O)c2c1C	nt	nt	-0.8%	-9%	nt	0%	-9%	-9%	?
COc1ccc(Cl)cc1NC(=O)C(C)OC(=O)C1=NNC(=O)CC1 (stereo not given)	i	1.7	-0.7%	-10%	0%	10%	-5%	-9%	5%

Going on with the list.
SMILES	Akt phos inh	CCT modulator	Nrf2 ARE act	Nrf2 inh	MmCpn inh	A549 viability	Abeta rescue	HepG2 tox	TGFb inhibitor
CCC1=C(OC(=O)N(CC)CC)N2C(=O)OC(=NCCc3c[nH]c4ccccc34)[C@]2(Cc2ccccc2)[C@H]2C1=CC[C@H]1C(=O)N(C)C(=O)[C@H]12	i	-0.2	3.7%	?	1%	?	9%	-20%	?
O=C(O)c1nn(CCOc2cccc(Br)c2)c(=O)c2ccccc12	i	-1.8	0.3%	-3%	-1%	0%	8%	-11%	-1%
CCCCCCCC1(C)NC(=O)N(c2ccccc2)N1 (stereo not given)	i	-1.9	0.5%	-23%	-1%	-2%	3%	-39%	?
Cn1c(SCc2ccccn2)nc2c1c(=O)[nH]c(=O)n2C	i	-1.5	-1.0%	?	-2%	0%	3%	-17%	-14%
C/C(=N\NC(=S)Nc1ccccc1C)c1cc2ccccc2o1	i	-1.2	3.6%	-17%	1%	-9%	?	-6%	?
CCC1CN(C(=O)N2CCC(C(=O)NCCc3ccc(OC)c(OC)c3)CC2)c2ccccc2O1 (stereo not given)	i	-1.7	-0.8%&1.1%	4%&-7%	-1%	-1%&-1%	-9%&11%	6%&-6%	-1%&-20%
CCC1C(=O)Nc2ccccc2N1C(=O)COc1ccccc1 (stereo not given)	i	-1.3	-0.5%	-19%	0%	-6%	14%	4%	7%
CCC(C)(C)c1nnc(NC(=O)CCC2CCCCC2)s1	i	1.1	-0.4%	1%	nt	13%	12%	83%	0%
CCCCN(CCCC)C(=S)NC(=O)C(C)(C)C	i	-2.4	0.1%	-8%	1%	0%	4%	-24%	?
COc1cc(NC(=O)C(Cc2ccccc2)n2cccc2)cc(OC)c1 (stereo not given)	i	-0.3	0.2%	?	2%	-13%	2%	-4%	?
O=C(CSc1ccccc1F)OCC(=O)N1CCN(C(=O)c2ccco2)CC1	i	1.8	0.2%	10%	-1%	3%	-13%	-15%	2%
CC(=O)c1c(C)[nH]c(C(=O)NCCc2ccccc2)c1C	-117%*	-4.8	4.8%	nt	1%	-1%	-4%	-3%	1%
COCc1cc(=O)[nH]c(N2CCN(Cc3ccc4c(c3)OCO4)CC2)n1	i	-5.0	-0.4%	5%	-3%	13%	4%	-4%	3%
O=C(NNC(=S)NC(=O)c1ccc(F)cc1)c1cccnc1	i	-0.7	-0.5%	-14%	0%	-4%	9%	-37%	-1%

From PubChem
